# Screening results: PubChem, several laboratories
# human PMI inhibitors: human PMI inhibitors, high substrate, primary screen, biochemical, fluorescence intensity, high mannose 6-phosphate (AID 1220) | actives 0.66% (n = 190,000) | recombinant PMI enzyme, coupled fluorescence intensity; higher % means a stronger effect | inhibition, % at 20 µM, or IC50 in µM where a hit was titrated
# PhoP inhibition: inhibitors of PhoP regulon expression, primary screen, Salmonella Typhimurium, GFP reporter (AID 1863). actives 0.16% (n = 300,000). one-dose inhibition, % at 50 µM; IC50 in µM for titrated hits. S. Typhimurium PhoP-regulated promoter GFP reporter, 4 h; higher % means a stronger effect;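 active = inhibition over 29.93%, a cutoff 3 SD above the screen mean, later confirmed by dose response; inconclusive = inhibition over 29.93% but no dose response follow-up; inactive = inhibition at most 29.93% or unconfirmed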;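 also: 0% = low Mg2+ inducing control and 100% = high Mg2+ repressing control; strong numbers were not always called active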
# TNAP activators: human TNAP enzyme activators, primary screen, biochemical, luminescent, no phosphate acceptor, uHTS (AID 1001) | Alkaline phosphatase, tissue-nonspecific isozyme (Homo sapiens) | purified TNAP, luminescent activation assay, no phosphate acceptor; higher activation fold means a stronger effect | activation fold at 20 µM; hits with a dose series show EC50 in µM | actives 0.03% (n = 200,000); in the data active = activation fold from about 3, or a potency from the dose series; inactive = the rest, 99 in 100 with activation fold below about 1.6; also: many of its hits are not listed in these tables
# XIAP antagonists: XIAP antagonists, biochemical, IAP family, fluorescence polarization (AID 1018) | XIAP BIR domain, fluorescence polarization peptide displacement; higher % means a stronger effect | actives 0.007% (n = 200,000) | E3 ubiquitin-protein ligase XIAP (Homo sapiens) | displacement, % at 20 µM; hits with a dose series show IC50 in µM; in the data active = displacement above about 50%; also: a part of the inactive calls stands beside numbers as strong as those of hits
# RSV CPE inhibition: RSV antiviral activity via CPE protection, HEp-2 cells, primary 10 µM value included (AID 2391); HEp-2 cells, RSV-induced CPE inhibition; higher % means a stronger effect; one-dose CPE inhibition, % at 10 µM; IC50 in µM for titrated hits; actives 0.13% (n = 310,000); in the data active = a potency from the dose series; inconclusive = CPE inhibition mostly from about 23% at the one dose, without a potency; inactive = the rest, 99 in 100 with CPE inhibition below about 21%; also: strong numbers were not always called active
# PMI inhibitors: inhibitors of human PMI, primary screen, biochemical, fluorescence intensity, coupled assay (AID 1209). Mannose-6-phosphate isomerase (Homo sapiens). purified PMI enzyme, coupled fluorescence intensity; higher % means a stronger effect. actives 0.42% (n = 190,000). inhibition, % at 20 µM; hits with a dose series show IC50 in µM;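 also: plate controls were DMSO vehicle for no effect and wells lacking substrate for full effect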
# WT yeast gro inh: growth inhibition of WT strain, primary screen, mitochondrial fusion inhibitor project, WT and mutant strains, chemical genetic; mitochondrial fusion phenotypic screen; inhibition, % at 10 µM; actives 2.1% (n = 190,000); AID 1362, 2008; in the data active = inhibition above about 58%; tested in S. cerevisiae
# Myeloid diff 2: induction of myeloid progenitor differentiation, primary screen, cell-based, flow cytometry, MLPCN library; ER-HoxA9 myeloid progenitors, lysozyme-GFP differentiation; calls only at 10 µM; actives 1% (n = 360,000);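 active = normalized GFP-positive differentiation at or above the plate's own cutoff, the solvent-only control mean plus 3 SD; inconclusive = no clear call, values can overlap the other calls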;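 also: cells exposed to compound for four days before flow analysis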
# Siah-1 displacement: Siah-1 peptide-binding antagonists, primary screen, biochemical, fluorescence polarization, rhodamine-plectin, uHTS (AID 1817); Siah-1 / rhodamine-plectin peptide fluorescence polarization; higher % means a stronger effect; displacement, % at 20 µM, or IC50 in µM where a hit was titrated; actives 0.02% (n = 290,000);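 active = displacement of at least 50% at 20 µM, with a fluorescence ratio check between 0.3 and a set limit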;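 also: plate controls were Siah plus tracer with DMSO for no effect and tracer alone without Siah for full effect; strong numbers were not always called active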
# WT yeast gro inh mutant strain: second read-out of WT yeast gro inh, no call of its own (marks repeat the call); inhibition, %; mitochondrial fusion phenotypic screen, mutant strain inhibition
# Myeloid diff 2 GFP+ MAC1+ %: second read-out of Myeloid diff 2, no call of its own (marks repeat the call); GFP+ MAC1+ double positive, %; measured here: differentiation confirmed by MAC1 staining
# Numbers without * were called inactive; i = inactive; ? = inconclusive; . = not tested or not shown. Rule as the data show it, unless noted: active = inhibition above about 50%; inactive = the rest.
# Start of the data: the first 5 entries, to show the layout:
SMILES,human PMI inhibitors,PhoP inhibition,TNAP activators,XIAP antagonists,RSV CPE inhibition,PMI inhibitors,WT yeast gro inh,WT yeast gro inh mutant strain,Myeloid diff 2,Myeloid diff 2 GFP+ MAC1+ %,Siah-1 displacement
COc1ccc(C2CC(=O)N(CCCN(C)CCc3ccc(OC)c(OC)c3)C2)cc1 (stereo unspecified),-5.0%,5.3%,1.1,-10.9%,-0.2%,0.5%,3.7,-3.3,i,0.3,3.4%
O=c1cc(CSc2nnnn2-c2ccccc2)nc2scc(-c3ccccc3)n12,8.4%,28.2%,1.1,-2.5%,1.7%,11.6%,-22.4,-42.8,i,1.1,-2.0%
Cc1ccsc1C(=O)OCC(=O)Nc1cccc(S(=O)(=O)N2CCOCC2)c1,7.2%,6.4%,1.1,0.2%,2.1%,6.1%,-5.5,-0.2,i,0.3,0.0%
O=C(OCc1ccc(Cl)c(Cl)c1)c1ccccn1,1.4%,-6.8%,1.2,0.7%,2.4%,3.5%,-1.0,7.8,i,1.4,-0.2%
CCN(CC)C(=O)C(=O)Nc1cc(C(F)(F)F)ccc1Cl,-1.3%,2.7%,1.1,-6.6%,0.9%,-2.8%,-5.1,-7.3,i,2.1,4.4%

# The whole of this part, previewed entries included:
SMILES,human PMI inhibitors,PhoP inhibition,TNAP activators,XIAP antagonists,RSV CPE inhibition,PMI inhibitors,WT yeast gro inh,WT yeast gro inh mutant strain,Myeloid diff 2,Myeloid diff 2 GFP+ MAC1+ %,Siah-1 displacement
COc1ccc(C2CC(=O)N(CCCN(C)CCc3ccc(OC)c(OC)c3)C2)cc1 (stereo unspecified),-5.0%,5.3%,1.1,-10.9%,-0.2%,0.5%,3.7,-3.3,i,0.3,3.4%
O=c1cc(CSc2nnnn2-c2ccccc2)nc2scc(-c3ccccc3)n12,8.4%,28.2%,1.1,-2.5%,1.7%,11.6%,-22.4,-42.8,i,1.1,-2.0%
Cc1ccsc1C(=O)OCC(=O)Nc1cccc(S(=O)(=O)N2CCOCC2)c1,7.2%,6.4%,1.1,0.2%,2.1%,6.1%,-5.5,-0.2,i,0.3,0.0%
O=C(OCc1ccc(Cl)c(Cl)c1)c1ccccn1,1.4%,-6.8%,1.2,0.7%,2.4%,3.5%,-1.0,7.8,i,1.4,-0.2%
CCN(CC)C(=O)C(=O)Nc1cc(C(F)(F)F)ccc1Cl,-1.3%,2.7%,1.1,-6.6%,0.9%,-2.8%,-5.1,-7.3,i,2.1,4.4%
Cn1c(N2CCN(C(c3ccccc3)c3ccccc3)CC2)nc2ccccc21,.,14.8%,.,.,2.1%,.,.,.,i,0.3,0.4%
COc1ccc(CNC(=O)CCC(=O)Nc2cccnc2)cc1,.,1.3%,.,.,0.7%,.,.,.,i,0.4,4.2%
COc1ccc(OC)c2[nH]c(=O)c(CCNC(=O)C(C)(C)C)cc12,1.2%,13.7%,1,-5.9%,0.9%,10.4%,2.4,1.8,i,2.8,-2.6%
Cc1onc(-c2ccccc2)c1C(=O)N[C@@H]1C(=O)N2[C@@H]1SC(C)(C)[C@@H]2C(=O)O,3.7%,5.1%,1.1,-3.3%,.,8.9%,6.0,1.5,.,.,1.9%
COc1cc(NC(=O)Cc2ccc([N+](=O)[O-])cc2)c(C(=O)O)cc1OC,5.6%,0.5%,1.1,-16.3%,0.5%,-5.9%,-16.9,-18.9,i,0.4,-2.2%
O=C(O)CCSc1nc(C(F)(F)F)cc(=O)n1-c1ccccc1,12.5%,-7.5%,1.2,-7.2%,0.4%,9.5%,-2.0,5.7,i,2.7,3.4%
O=C(NCC(=O)N(Cc1cccs1)C(C(=O)NC1CCCC1)c1ccco1)c1cccs1 (stereo unspecified),-4.6%,-5.6%,1,4.1%,-0.2%,-22.4%,-19.4,1.9,i,0.8,0.8%
N#CCSCC(=O)Nc1ccc(F)cc1,2.5%,1.3%,1,-7.4%,0.9%,6.6%,-11.2,-6.6,i,2.6,-0.8%
COCCN1C(=O)c2oc3ccccc3c(=O)c2C1c1ccc(C(=O)OC)cc1 (stereo unspecified),4.7%,1.1%,1.1,-3.0%,0.7%,0.8%,-1.1,-2.0,i,1.5,0.5%
O=C(Cn1cnc2cc([N+](=O)[O-])ccc2c1=O)NC(c1ccccc1)c1ccccc1,8.1%,7.8%,1.1,-10.2%,-1.0%,4.4%,2.2,-24.7,i,0.8,16.7%
N#Cc1ccsc1NC(=O)COC(=O)c1cc(Br)ccc1O,.,-4.9%,.,.,1.1%,.,.,.,i,0.3,12.3%
O=C(Nc1ccc(N2CCOCC2)cc1)C1CCN(S(=O)(=O)c2ccccc2F)CC1,.,-15.5%,.,.,1.5%,.,.,.,i,0.3,0.7%
CN(Cc1ccccc1)S(=O)(=O)c1ccc(S(=O)(=O)N(Cc2ccc(F)cc2)C2CCCC2)cc1,4.8%,4.7%,1,-11.3%,-1.8%,10.2%,6.4,1.9,i,10.3,-3.0%
CCOc1ccc(C(=O)Oc2ccc(NC(C)=O)cc2)cc1,4.5%,-5.2%,1.1,-2.6%,0.7%,2.0%,-5.1,-19.1,.,.,4.9%
CCC1CCCCN1C(=O)c1ccc2c(c1)C(=O)N(c1ccc(C)cc1)C2=O (stereo unspecified),.,-1.7%,.,.,-0.5%,.,.,.,i,0.8,-2.8%
C=CCc1ccccc1OCC(O)CN1CCN(c2ccc(OC)cc2)CC1 (stereo unspecified),13.2%,-13.0%,1.1,-2.2%,10.4%,13.1%,-5.4,-86.6,i,2.4,4.9%
O=S(=O)(Nc1ccc(N2CCOCC2)cc1)c1cccs1,12.4%,-5.5%,1,-17.8%,0.6%,15.8%,-13.3,-3.2,i,0.3,0.0%
NC(=O)NCCc1ccccc1,.,9.0%,.,.,-2.1%,.,.,.,i,0.6,10.0%
Cc1csc(NC(=O)CNS(=O)(=O)c2cccs2)n1,6.6%,0.5%,1.1,-1.5%,2.4%,5.9%,3.8,-5.3,i,1.2,0.5%
O=C(CNc1ccccc1)Nc1cccc2ccccc12,.,-2.5%,.,.,7.2%,.,.,.,i,1.5,5.4%
CCc1c(C)nc2ncnn2c1N1CCC(C(=O)N2CCN(c3ccccc3)CC2)CC1,-8.7%,.,1.1,-1.2%,.,-6.3%,.,.,.,.,5.6%
Cc1cc(SCc2ccc(F)cc2)nc(=O)[nH]1,.,-2.8%,.,.,-0.2%,.,.,.,i,3.3,-2.2%
Cc1ccc(OCCC(=O)OCC(=O)Nc2cc(C)nn2-c2ccccc2)cc1,.,-6.9%,.,.,1.2%,.,.,.,i,1.6,5.3%
C=CCc1cccc(/C=N/NC(=O)CNc2ccccc2)c1O,-4.5%,3.7%,1.3,-8.7%,-0.5%,2.4%,-10.9,-8.8,i,0.7,2.8%
Cc1cccn2c(=O)c(/C=C(\C#N)C(=O)NC3CCS(=O)(=O)C3)c(Oc3ccccc3Cl)nc12 (stereo unspecified),.,-2.8%,.,.,?,.,.,.,i,3.1,-2.9%
COc1ccc(CC(=O)Nc2sc3c(c2C(N)=O)CCCC3)cc1OC,.,-6.8%,.,.,8.6%,.,.,.,i,1.3,0.0%
Cc1ccc(C2(CCNS(=O)(=O)c3ccc(C)cc3)CCOC(C(C)C)C2)cc1 (stereo unspecified),8.1%,1.1%,1.2,-2.1%,1.2%,16.4%,52.9,-9.0,i,0.2,-10.3%
CSc1nc(NCc2ccco2)c2sc3nc(C(C)C)c4c(c3c2n1)CC(C)(C)OC4,0.4%,1.8%,1.1,-17.0%,-0.5%,7.7%,-0.4,0.4,i,1.2,-3.0%
O=C(CCS(=O)(=O)c1ccc2c(c1)NC(=O)CO2)NCc1ccccc1,.,11.3%,.,.,-0.4%,.,.,.,i,4.2,-1.3%
CCC(C)NCCCCOc1ccc(Br)cc1 (stereo unspecified),-3.0%,2.9%,1.1,-4.2%,-0.4%,-3.4%,-9.8,-5.9,i,1.6,6.4%
CCCOC(=O)c1ccc(-c2c(C)noc2-c2ccc(OC)cc2O)o1,13.4%,4.4%,1.1,0.6%,9.7%,15.4%,33.3,-4.6,i,0.4,-1.1%
O=C(O)c1ccc(Cl)c(NCc2cccs2)c1,.,-4.7%,.,.,1.9%,.,.,.,i,0.6,3.4%
COc1ccc(-c2noc(CCC(=O)Nc3cccnc3)n2)cc1OC,14.3%,0.2%,1.1,-5.9%,0.2%,7.9%,7.0,15.8,i,2.4,0.7%
Cc1cccc(NC(=O)Cn2cc(C=O)c3ccccc32)c1,.,-1.3%,.,.,4.7%,.,.,.,i,0.7,-4.6%
O=C(NNC(=O)c1cc([N+](=O)[O-])ccc1Cl)c1cccs1,-1.0%,25.6%,1.1,-1.6%,0.6%,-4.3%,14.7,-9.1,i,1.1,2.3%
CCCCCNC(=O)c1cc(S(=O)(=O)N2CCCC2)ccc1F,-0.6%,15.5%,1.1,1.6%,1.9%,4.0%,0.7,-12.9,i,0.2,7.3%
Cc1nc(Cl)sc1C(=O)Nc1ccc(C(C)(C)C)cc1,.,-1.1%,.,.,0.2%,.,.,.,i,0.1,-5.4%
COc1cc2nc(C(C)(C)C)oc(=O)c2cc1OC,.,0.3%,.,.,1.2%,.,.,.,i,0.5,1.8%
Cc1ccc(S(=O)(=O)NCCn2c(C)cc3ccccc32)cc1,1.9%,-10.2%,1.1,0.5%,.,8.6%,32.5,41.0,.,.,5.7%
C/C(=N\Nc1ccc([N+](=O)[O-])cc1[N+](=O)[O-])C(C)C(C)C (stereo unspecified),11.1%,4.3%,0.9,-6.1%,-1.8%,4.6%,56.5,48.7,i,0.9,18.7%
NS(=O)(=O)c1ccc(Nc2nc3ccccc3nc2NS(=O)(=O)c2cccc([N+](=O)[O-])c2)cc1,-4.9%,8.1%,1.1,-6.3%,-1.9%,-11.3%,-6.1,-13.0,i,0.0,8.4%
Cc1cc(C)nc(-n2ncc3c2CC(c2ccc(F)cc2)CC3=O)n1 (stereo unspecified),-0.7%,-7.7%,1,-6.3%,0.1%,2.6%,11.4,16.1,i,1.4,2.4%
Cc1nc(SC(C(=O)c2ccccc2)c2ccccc2)nc2ccccc12 (stereo unspecified),18.8%,5.1%,1,-17.4%,3.3%,15.0%,1.2,2.5,i,0.4,-2.0%
O=C(CCCSc1nc2sc3c(c2c(=O)[nH]1)CCC3)NCCO,7.5%,1.0%,1.2,-4.0%,2.8%,4.0%,-3.3,1.9,i,0.6,2.7%
COc1ccc(C(=O)NC(=S)NCc2ccc(-c3nc4ccccc4o3)cc2)cc1OC,4.1%,4.0%,1,-8.5%,1.7%,14.4%,15.4,-8.7,i,0.7,-2.4%
CCC1Oc2ccc(C)cc2N(CC(=O)NCc2cccs2)C1=O (stereo unspecified),7.6%,-11.1%,1.1,2.9%,0.1%,-1.5%,12.4,0.2,i,1.0,2.8%
CCN(CC(=O)Nc1c(F)cccc1F)C(=O)CNC(=O)c1ccc(C)s1,.,1.1%,.,.,1.1%,.,.,.,i,1.8,-2.6%
